Bioassay records deposited in PubChem BioAssay by several laboratories.
PPC-1+TRAIL kill – compounds killing PPC-1 cancer cells with TRAIL present (potentiator screen, no TRAIL-free arm); PPC-1 cells + TRAIL, ATPLite viability luminescence; actives 0.41% (n = 220,000); cell killing (% activity), % at 4 µM; AID 1443;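 active = cell killing above 50% in the first pass at 4 µM, then a duplicate retest at 5 µM averaging 50% or more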;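 also: plate controls were cells with TRAIL plus DMSO for no effect and medium-only wells lacking cells for full effect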
NPY-Y1 PAM-ag – potentiators or agonists of human neuropeptide Y receptor Y1; P25929; NPY-Y1 expressing cells, potentiator/agonist activation; activation, % at 3.6 µM; actives 0.37% (n = 220,000); AID 1304; in the data active = activation above about 33%, passing the limit was not always enough;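 also: cells stimulated with NPY at EC10 then isoproterenol at EC100; 0% = low agonist plus stimulus and 100% = saturating agonist plus stimulus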
EP2 antag – EP2 receptor (human) inhibition | P43116 | C6 glioma cells expressing human EP2, cAMP TR-FRET; cells stimulated with saturating PGE2 | inhibition, % at 25 µM | actives 0.52% (n = 260,000) | AID 1422;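 active = percent inhibition above 40 after rounding to a whole number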;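 also: rat C6 glioma host cells with rolipram phosphodiesterase inhibitor present; the protocol text gives 20 µM as final concentration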
TRPML3 agonist – activates the human TRPML3 channel. Q8TDD5. HEK293 TRPML3-YFP, Fluo-8 calcium fluorescence; 100% = the carbachol control signal. activation, % at 3 µM. actives 0.29% (n = 220,000). AID 1448;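 active = activation above its plate's cutoff, the mean activation of the plate's test wells plus 3 SD, cut at about 12% in these data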;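 also: 0% = DMSO only wells and 100% = carbachol wells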
Target sequence (Q8TDD5 whole entry, looked up): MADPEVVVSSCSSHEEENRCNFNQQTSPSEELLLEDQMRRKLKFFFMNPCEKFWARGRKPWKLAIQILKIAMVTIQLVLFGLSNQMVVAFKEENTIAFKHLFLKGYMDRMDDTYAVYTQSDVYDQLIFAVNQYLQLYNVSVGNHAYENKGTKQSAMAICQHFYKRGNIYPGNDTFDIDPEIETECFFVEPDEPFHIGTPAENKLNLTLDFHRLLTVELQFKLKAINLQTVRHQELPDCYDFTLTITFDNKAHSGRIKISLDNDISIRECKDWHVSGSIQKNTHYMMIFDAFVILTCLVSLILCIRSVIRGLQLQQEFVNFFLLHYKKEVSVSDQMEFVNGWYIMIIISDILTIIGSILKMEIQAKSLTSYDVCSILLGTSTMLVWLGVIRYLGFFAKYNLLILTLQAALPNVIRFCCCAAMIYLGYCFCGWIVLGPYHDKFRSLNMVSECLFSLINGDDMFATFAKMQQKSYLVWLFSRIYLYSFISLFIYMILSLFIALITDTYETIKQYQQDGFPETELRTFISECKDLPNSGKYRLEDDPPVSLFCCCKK
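Material: TRPML3-YFP stable HEK293 cells | Dosing: One concentration, 3 µM nominal, 0.3% DMSO | Timing: 125 s total fluorescence read per well | Technique: Fluo-8 calcium dye fluorescence, ex 470-495, em 515-575 nm | Measure: Percent activation from peak-to-basal fluorescence ratio, scaled between DMSO and carbachol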
14-3-3 Bad PPI – disrupts binding of bovine 14-3-3 zeta to phospho-Bad peptide; TR-FRET 14-3-3zeta/Dy647-pBad peptide displacement, 1 h; inhibition, % at 21.7 µM; actives 0.71% (n = 220,000);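 active = inhibition above about 70%, limit read from the data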;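 also: 0% = full 14-3-3 plus peptide FRET controls and 100% = background without 14-3-3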
zfTRPN1 agonist – activates the zebrafish TRPN1 channel. activation, % at 3 µM. AID 1424. actives 0.18% (n = 220,000). HEK293 zebrafish TRPN1-YFP, Fluo-8 calcium fluorescence; 100% = response to 87 µM carbachol;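 active = activation above its plate's cutoff, the mean activation of test wells on that plate plus 3 SD, cut at about 19% in these data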;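 also: 0% = DMSO alone and 100% = 87 µM carbachol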
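System: zebrafish TRPN1-YFP in HEK293 cells / Dosing: 3 µM single point / Timing: dye loading 1 h at 37 °C, then 30 min room temperature / Signal: Fluo-8 calcium fluorescence, excitation 470-495 nm, emission 515-575 nm / Read-out basis: percent activation from peak over basal fluorescence ratio, control-normalized / Control set: high carbachol 87 µM, low DMSO alone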
EP2 modulator – EP2 receptor (human) modulation. actives 0.83% (n = 260,000). EP2-expressing cells, cAMP HTRF FRET, PGE2 co-stimulation. induction, % at 25 µM;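 active = compounds whose cAMP rise, as percent of the full-agonist control response, exceeds 60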;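 also: rat C6 glioma line stably carrying human EP2 under a CMV promoter; the protocol text gives 20 µM as final concentration; 100% = response of wells given 1 µM PGE2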
CHOP inhibitor – blocks CHOP induction under ER stress. CHO-K1 CHOP-promoter luciferase, tunicamycin-induced, 15-18 h. inhibition, % at 10 µM. actives 3.8% (n = 220,000). AID 2732;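 active = compounds that reduced the stress-induced luciferase reporter signal by more than about 70% of percent inhibition, limit read from the data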;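 also: 0% = tunicamycin plus vehicle and 100% = wells without tunicamycin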
NPY-Y1 antag – NPY-Y1 (human) receptor antagonism; inhibition, % at 3.6 µM; actives 1% (n = 200,000); HEK293-CNG Y1 cells, membrane potential fluorescence; NPY at EC95, then isoproterenol; AID 1040;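 active = inhibition above the campaign mean inhibition of all tested compounds plus 3 SD, cut at about 20% in these data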;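 also: 0% = DMSO wells given NPY plus isoproterenol and 100% = isoproterenol alone without NPY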
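Material: HEK293 cells co-expressing NPY Y1 receptor and cyclic-nucleotide gated channel. Timing: compound incubation 1 h at room temperature, readout 45 min post-stimulation. Signal: fluorescence, membrane potential probe.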
Active calls of the source: *; / = not tested or not shown; [ ] = dose if it differs, or a comment. An excerpt, so the mix of outcomes need not match the whole.

1) Cn1c(SCC(=O)c2c(N)n(C)c(=O)n(C)c2=O)nnc1-c1ccccc1F
2) CC12CCC(C(=O)NC3CCCCC3)([C@H](Br)C1=O)C2(C)C (some centres not stated)
3) CC(C)CCNC(=O)CN(C(=O)CCC(=O)Nc1ccccn1)c1ccc(F)c(Cl)c1
4) C=CCOc1ccc(CNn2c(C)n[nH]c2=S)cc1OC
5) CCCS(=O)(=O)c1c(S(=O)(=O)CCC)c2cc(-c3ccncc3)ccn2c1C(=O)OC
6) O=C(N/N=C/c1cccnc1)C(=O)N1CCCCCC1
assay / compound	1	2	3	4	5	6
PPC-1+TRAIL kill	9	6	34	32	3	4
NPY-Y1 PAM-ag	-9	11	-7	14	0	32
EP2 antag	2	9	7	18	11	9
TRPML3 agonist	1.1	0.3	0.5	0.8	-1.1	0.8
14-3-3 Bad PPI	-9	3	0	-14[fluorescence artefact?]	6	-6
zfTRPN1 agonist	-0.8	1.0	0.2	0.3	0.7	1.5
EP2 modulator	-36	1	-15	10	22	35
CHOP inhibitor	-13	7	26	34	-20	-6
NPY-Y1 antag	2	/	1	3	7	/

Reprinted at random: 3 entries already listed
6) O=C(N/N=C/c1cccnc1)C(=O)N1CCCCCC1
1) Cn1c(SCC(=O)c2c(N)n(C)c(=O)n(C)c2=O)nnc1-c1ccccc1F
2) CC12CCC(C(=O)NC3CCCCC3)([C@H](Br)C1=O)C2(C)C (some centres not stated)
assay / compound	6	1	2
PPC-1+TRAIL kill	4	9	6
NPY-Y1 PAM-ag	32	-9	11
EP2 antag	9	2	9
TRPML3 agonist	0.8	1.1	0.3
14-3-3 Bad PPI	-6	-9	3
zfTRPN1 agonist	1.5	-0.8	1.0
EP2 modulator	35	-36	1
CHOP inhibitor	-6	-13	7
NPY-Y1 antag	/	2	/

Following part:
7) C/C(N)=C(/C#N)C(=O)CSc1nc2cc(Cl)ccc2c(=O)n1-c1ccc(C)cc1
8) CCSc1ccccc1C(=O)NCc1ccc(OC)cc1
9) O=c1[nH]ncc2c3ccccc3n(Cc3ccc(F)cc3)c12
10) CCOc1ccc(-c2cn(S(=O)(=O)c3cccc4nsnc34)nc2N)cc1
11) COC(=O)c1cc(OC)c(OC)cc1NC(=S)N1CCN(c2ccccn2)CC1
12) Cc1ccc(S(=O)(=O)N2CCN(C(=O)c3cccs3)CC2)cc1
assay / compound	7	8	9	10	11	12
PPC-1+TRAIL kill	16	-6	-5	11	12	/
NPY-Y1 PAM-ag	-25	-15	-5	-1	3	5
EP2 antag	8	10	13	7	1	9
TRPML3 agonist	0.3	0.9	-0.6	-0.9	-0.1	0.7
14-3-3 Bad PPI	4	15	3	0[fluorescence artefact?]	-14	-10
zfTRPN1 agonist	-0.7	1.3	-2.3	-2.2	-0.3	0.3
EP2 modulator	15	24	28	12	-6	-38
CHOP inhibitor	49	-18	1	48	11	18
NPY-Y1 antag	2	3	7	0	1	-9

An excerpt of these results, tab-delimited.
nr	Structure	PPC-1+TRAIL kill	NPY-Y1 PAM-ag	EP2 antag	TRPML3 agonist	14-3-3 Bad PPI	zfTRPN1 agonist	EP2 modulator	CHOP inhibitor	NPY-Y1 antag
7	C/C(N)=C(/C#N)C(=O)CSc1nc2cc(Cl)ccc2c(=O)n1-c1ccc(C)cc1	16	-25	8	0.3	4	-0.7	15	49	2
8	CCSc1ccccc1C(=O)NCc1ccc(OC)cc1	-6	-15	10	0.9	15	1.3	24	-18	3
9	O=c1[nH]ncc2c3ccccc3n(Cc3ccc(F)cc3)c12	-5	-5	13	-0.6	3	-2.3	28	1	7
10	CCOc1ccc(-c2cn(S(=O)(=O)c3cccc4nsnc34)nc2N)cc1	11	-1	7	-0.9	0[fluorescence artefact?]	-2.2	12	48	0
11	COC(=O)c1cc(OC)c(OC)cc1NC(=S)N1CCN(c2ccccn2)CC1	12	3	1	-0.1	-14	-0.3	-6	11	1

Next entries:
13) CCOc1ccc(NC(=O)CN2CCN(CC(=O)Nc3ccc(F)c(F)c3)CC2)cc1
14) COc1ccc(-n2c(SC(CN3CCCCC3)CN3CCCC3=O)nc3ccccc3c2=O)cc1 (configuration not stated)
15) N#CCCN(C(=O)Nc1ccc(Cl)c(Cl)c1)c1ccccc1
16) Cc1ccc2[nH]c(C(=O)O)c(NC(=O)[C@@H]3C[C@@H]3c3ccccc3)c2c1
17) Cc1cc(C)n(-c2ccc(C(=O)Nc3cccnc3)cc2)n1
18) COCC(C)NC(=O)c1ccccc1OC(C)=O (configuration not stated)
assay / compound	13	14	15	16	17	18
PPC-1+TRAIL kill	4	20	15	5	-9	-21
NPY-Y1 PAM-ag	-7	-27	-22	-24	7	-12
EP2 antag	13	13	8	6	6	13
TRPML3 agonist	-0.1	-0.1	-1.2	0.2	0.3	0.8
14-3-3 Bad PPI	-2	25	-3[fluorescence artefact?]	-15	3	9
zfTRPN1 agonist	-0.6	1.5	-0.5	0.8	1.5	-0.5
EP2 modulator	3	35	-16	-42	-13	-9
CHOP inhibitor	24	41	12	5	13	8
NPY-Y1 antag	-6	18	0	/	/	2

19) O=C(COC(=O)c1cc(Br)ccc1Cl)NC1CC1
20) C=CCn1c(-c2ccccc2[N+](=O)[O-])n[nH]c1=S
21) CC1CCCN(S(=O)(=O)c2cc(Cl)ccc2Cl)C1 (configuration not stated)
22) CCn1c(SCc2cccc(C(=O)O)c2)nnc1-c1ccccc1
assay / compound	19	20	21	22
PPC-1+TRAIL kill	12	19	36	11
NPY-Y1 PAM-ag	2	3	-38	-3
EP2 antag	12	9	7	10
TRPML3 agonist	0.0	0.6	0.5	1.0
14-3-3 Bad PPI	-6[fluorescence artefact?]	-2	24	-4
zfTRPN1 agonist	-0.8	-0.2	-2.6	-0.6
EP2 modulator	5	22	-21	17
CHOP inhibitor	15	9	69	3
NPY-Y1 antag	-1	0	15	5
